PvdQ inh: P. aeruginosa PvdQ acylase inhibition | inhibition, % at 10 µM | purified PvdQ acylase, fluorescence plate reader | hit rate 0.063% among 340,000; in the data active = inhibition above about 30%, passing the limit was not always enough; inconclusive = no clear call, values can overlap the other calls;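 note: 0% = vehicle neutral wells and 100% = reference inhibitor wells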
E coli growth: reduces bacterial viability in AddAB counter-screen; inhibition, % at 11.9 µM; AID 449728; hit rate 0.27% among 330,000; E. coli V3065 growth, OD600 absorbance, 18 h;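 active = inhibition above the campaign's mean inhibition across all tested compounds plus 3 SD, cut at about 9.9% in these data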;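 note: uninfected addAB+ strain grown without phage in ampicillin broth; 0% = DMSO wells and 100% = ciprofloxacin 0.95 µg/ml wells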
Rtt109 Vps75: blocks Candida albicans Rtt109/Vps75 acetyltransferase activity; Q5AAJ8; purified Rtt109/Vps75, ThioGlo CoA-SH fluorescence, 4 h; inhibition, % at 34.9 µM; hit rate 0.16% among 330,000;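 active = inhibition of at least 50% in every replicate; inconclusive = best replicate reaches 50% inhibition but some replicates fall short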
Target sequence (Q5AAJ8 whole entry, looked up): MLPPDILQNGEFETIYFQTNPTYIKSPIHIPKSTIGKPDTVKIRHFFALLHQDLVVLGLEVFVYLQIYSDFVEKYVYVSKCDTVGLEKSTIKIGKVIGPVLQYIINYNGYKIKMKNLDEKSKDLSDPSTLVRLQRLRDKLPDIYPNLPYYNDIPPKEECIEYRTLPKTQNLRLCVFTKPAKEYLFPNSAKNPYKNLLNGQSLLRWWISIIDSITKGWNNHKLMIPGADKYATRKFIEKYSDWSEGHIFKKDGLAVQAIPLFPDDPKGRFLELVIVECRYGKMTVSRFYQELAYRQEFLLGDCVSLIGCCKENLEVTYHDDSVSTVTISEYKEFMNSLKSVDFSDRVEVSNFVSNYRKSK
Tat export inh: blocks Tat-dependent protein export in E. coli; E. coli MC4100 TorA-mCherry Tat export, fluorescence; inhibition, % at 10 µM; hit rate 0.036% among 340,000; AID 488895;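 active = mean replicate inhibition at least 50% and at least half of replicates individually reaching 50%; inconclusive = only one of the two criteria met; inactive = neither criterion met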;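 note: exported cargo escapes ClpAP degradation while cytoplasmic cargo is degraded and loses fluorescence; 0% = median of neutral control wells and 100% = median of NaSCN control wells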
CAL PDZ FP: inhibitors of human CAL PDZ peptide binding | purified CAL PDZ, TMR-peptide fluorescence polarization, 1 h | inhibition, % at 20 µM | hit rate 0.02% among 330,000;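 active = highest replicate inhibition of at least 40%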;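 note: plate controls were DMSO neutral control wells for no effect and unlabeled competitor peptide control wells for full effect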
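Material: tagged CAL PDZ domain; buffer or medium: 25 mM sodium phosphate pH 7.4, 150 mM NaCl, TCEP, IgG, Thesit; compound dosing: single point, 20 µM; schedule: 1 h incubation at room temperature before polarization reading; measured by: FP readout, S and P plane fluorescence; read-out basis: percent inhibition from loss of millipolarization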
Wnt bcat act: activates Wnt/beta-catenin signaling in a reporter cell assay | activator, plate reader | activation, % at 9.35 µM | hit rate 1.2% among 300,000 | AID 743398; in the data active = activation above about 30%, passing the limit was not always enough; inconclusive = no clear call, values can overlap the other calls;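 note: 0% = neutral control wells and 100% = positive control wells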
phage Ecoli inh: E. coli growth loss with phage present | AID 651602 | growth absorbance | hit rate 0.26% among 360,000 | inhibition, % at 11.9 µM; in the data active = inhibition above about 11%
AddAB inh: less growth of phage-infected E. coli with AddAB; inhibition, % at 11.9 µM; hit rate 0.29% among 330,000; E. coli expressing H. pylori AddAB, absorbance growth; in the data active = inhibition above about 12%;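 note: 0% = vehicle wells of infected cells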
DAGLB inhibitor: diacylglycerol lipase beta (human) inhibition; HEK293T DAGLB membrane lysate, EnzChek fluorogenic substrate; inhibition, % at 5.17 µM; hit rate 0.059% among 340,000; AID 504411; in the data active = inhibition above about 34%;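 note: 0% = enzyme with vehicle and 100% = wells lacking enzyme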
Target sequence (Q8NCG7 whole entry, looked up): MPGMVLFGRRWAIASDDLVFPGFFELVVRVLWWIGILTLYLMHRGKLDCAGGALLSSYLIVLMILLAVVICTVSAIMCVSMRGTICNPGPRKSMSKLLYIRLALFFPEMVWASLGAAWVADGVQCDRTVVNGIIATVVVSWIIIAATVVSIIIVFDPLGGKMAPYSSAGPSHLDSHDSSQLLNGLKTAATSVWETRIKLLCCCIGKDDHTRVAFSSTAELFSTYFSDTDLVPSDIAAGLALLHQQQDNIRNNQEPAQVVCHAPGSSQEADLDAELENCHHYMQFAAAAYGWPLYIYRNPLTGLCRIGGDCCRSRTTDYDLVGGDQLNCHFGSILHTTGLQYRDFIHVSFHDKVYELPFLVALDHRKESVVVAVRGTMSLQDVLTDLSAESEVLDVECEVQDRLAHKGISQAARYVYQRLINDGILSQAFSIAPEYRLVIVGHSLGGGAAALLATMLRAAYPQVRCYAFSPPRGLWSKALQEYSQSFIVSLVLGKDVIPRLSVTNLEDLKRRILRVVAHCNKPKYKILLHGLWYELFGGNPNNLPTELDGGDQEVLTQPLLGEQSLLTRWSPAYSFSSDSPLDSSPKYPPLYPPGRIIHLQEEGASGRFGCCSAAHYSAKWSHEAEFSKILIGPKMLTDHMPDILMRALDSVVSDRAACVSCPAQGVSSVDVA
PfHsp90 yeast 2: growth inhibition of yeast expressing Plasmodium Hsp90; S. cerevisiae expressing PfHsp90, BacTiter-Glo ATP, 48 h; yeast lacking PDR1 and PDR3 efflux regulators; inhibition, % at 9.4 µM; hit rate 0.32% among 310,000;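 active = every replicate shows inhibition above about 80%, whatever the replicate mean, limit read from the data; inconclusive = mean inhibition reaches the set limit but some replicate falls short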;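 note: 0% = DMSO neutral controls and 100% = 20 µM radicicol positive controls; yeast relying on Plasmodium falciparum Hsp90 in place of its own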
Starred values were filed as active, the others as inactive; ? = inconclusive; / = no result given.

SMILES	PvdQ inh	E coli growth	Rtt109 Vps75	Tat export inh	CAL PDZ FP	Wnt bcat act	phage Ecoli inh	AddAB inh	DAGLB inhibitor	PfHsp90 yeast 2
Cc1cccc(C)c1-n1ncc(C(=O)NC2CCCC2)c1C1CCNCC1	-5.2	-0.9	-5.9	-1.1	0.4	0.2	-0.6	-0.9	-0.5	-6.6
CC(C)C(C(=O)NC1CCCC1)N(CC1CCCO1)C(=O)CNS(=O)(=O)c1ccccc1 (stereo unspecified)	-5.4	-2.8	-9.5	?	0.4	-0.5	-2.8	0.7	-1.2	21.3
CCOC(=O)c1c(-c2ccccc2)oc2ccc(OCC(O)CN(C)C)cc12 (stereo unspecified)	-10.2	-4.1	14.7	-3.5	-3.0	-0.6	-0.5	-0.9	-1.7	25.6
NC(=O)C1CCN(c2nc(-c3ccccc3-c3ccccc3)cs2)CC1	13.6	-0.3	-6.8	15.3	0.0	0.3	0.7	0.9	-0.4	-3.9
CN(C(=O)c1ccncc1)c1nnc(-c2cnccn2)s1	11.3	-1.1	3.8	0.4	/	-0.5	1.7	1.8	2.2	-5.3
CCOC(=O)c1c(NC(=O)Cn2nnc(-c3ccc(Cl)cc3)n2)sc(C)c1C	-9.0	-1.3	4.3	-0.4	-0.4	-3.4	0.1	1.0	-3.5	21.4
CCOC(=O)c1c(NC(=O)CSc2nnnn2C)sc(C(=O)N(C)C)c1C	4.8	1.8	4.9	-2.3	-3.1	-1.7	4.9	-1.5	0.2	-5.4
CCOC(=O)N1CCC2(CC1)C(C#N)=C(N)OC1=C2C(=O)CC(C)C1 (stereo unspecified)	-13.9	0.8	0.6	9.4	/	3.7	1.9	1.6	6.1	/
CCc1ccc(NC(=O)CS(=O)CC(=O)Nc2ccc(N3CCOCC3)cc2)cc1 (stereo unspecified)	-12.2	1.5	5.8	-10.8	-0.2	-1.8	1.8	1.8	0.6	-16.9
CC(NS(C)(=O)=O)C(c1cccs1)N1CCN(c2ccc(F)cc2)CC1 (stereo unspecified)	-6.2	-3.0	1.0	7.9	-0.8	-1.0	4.5	0.7	-0.4	-5.2
COc1ccc(N(C(C)C(=O)Nc2cccnc2)S(C)(=O)=O)cc1 (stereo unspecified)	1.3	-0.4	1.8	-3.0	0.1	-1.3	3.7	0.2	-0.2	-3.0
Cc1nc2cc(-c3ccccc3)[nH]n2c(=O)c1C	-14.2	0.2	2.7	-3.4	-1.6	4.8	0.9	0.5	-2.3	18.9
Cc1ccc(NC(=O)CSc2nc3ccccc3c3nc4ccccc4n23)cc1	-12.8	-3.6	-6.2	2.1	-1.8	/	5.2	0.3	-7.1	-20.0
CCOC(=O)C1=C(COC(=O)/C=C/c2cccc([N+](=O)[O-])c2)NC(=O)NC1C (stereo unspecified)	-9.6	-1.6	-5.8	-2.0	-1.6	-0.1	1.8	-2.9	3.5	-46.5
Cc1cc(C)cc(Nc2ncc3c(n2)CCCC3=O)c1	6.4	-3.2	-0.6	-5.2	-0.3	/	1.7	-0.3	-4.7	7.1
CC(=O)N1CCOc2ccc(S(=O)(=O)N3CCC(C(=O)NCc4ccccc4)CC3)cc21	-8.9	1.9	4.0	-3.4	0.4	-0.9	1.6	1.5	0.5	3.1
CC(C)C(=O)Nc1ccc(Cc2ccc(NC(=O)C(C)C)c(O)c2)cc1O	2.5	0.3	10.2	12.8	-1.3	-0.9	-1.9	1.2	-1.8	3.8
Cc1cc(C(=O)COC(=O)c2ccc(O)cc2)c(C)n1-c1ccccc1F	-1.4	-0.5	2.0	-1.7	-0.8	-0.9	-2.3	0.7	-2.5	-20.8
C/C=C(\C)CN1CCC(Oc2ccc(C(=O)NCc3ccccn3)cc2)CC1	-3.6	1.3	1.4	18.6	-3.8	-3.4	3.2	-3.3	3.2	-14.0
Cc1cccc(C)c1N1C(=O)CC(N(O)c2ccccc2)C1=O (stereo unspecified)	0.8	-0.3	3.9	-4.1	-0.3	-5.6	0.9	0.3	-0.7	-5.5
O=C(O)CN1C(=O)/C(=C/c2ccsc2)SC1=S	-12.9	-2.0	10.1	-3.3	-1.0	-1.8	5.0	0.2	/	-6.3
Cc1sc2ncnc(SCC(=O)NNC(=O)c3ccco3)c2c1C	-7.0	-1.2	-10.8	-1.7	-2.4	-4.1	3.4	-2.5	0.2	-38.2
CCCCN(C)CCn1c(=S)[nH]c2cc(OCC)c(OCC)cc2c1=O	13.3	-1.3	1.9	-0.4	-1.1	-2.5	3.2	4.6	-1.0	/
O=C(Nc1cccnc1)c1cc(-c2ccco2)on1	-8.8	0.9	-9.3	-0.1	-1.4	/	1.9	-0.3	0.3	9.1
CC(C)N(C(=O)CSc1nnc(CNc2ccc(F)cc2)o1)C(C)C	-19.3	4.4	-2.1	-17.3	-0.1	-2.0	2.0	-0.7	-1.9	8.5
Later entries.
SMILES	PvdQ inh	E coli growth	Rtt109 Vps75	Tat export inh	CAL PDZ FP	Wnt bcat act	phage Ecoli inh	AddAB inh	DAGLB inhibitor	PfHsp90 yeast 2
O=C(Nc1ccc(Cl)cc1)c1cc2c(cc1O)[nH]c1ccccc12	0.8	10.2*	-2.2	0.1	-0.4	-0.1	11.6*	10.9	-2.7	5.7
CCC(=O)Nc1cccc(NC(=O)CSc2nnnn2Cc2ccccc2)c1	4.4	-0.3	/	17.0	-2.3	-2.3	3.5	1.3	-0.6	0.3
COc1ccc(CNC(=O)CCN2C(=S)NC(C)(C)CC2C)cc1 (stereo unspecified)	-3.4	0.7	-8.8	2.3	-1.8	-0.6	-2.1	2.6	-1.0	4.2
CC(CCc1ccccc1)N1CCN(Cc2ccccc2)CC1 (stereo unspecified)	-14.2	2.2	-2.7	-0.5	-0.4	0.4	1.7	3.8	-1.9	-5.6
O=C(c1ccc(COc2ccc(F)cc2)o1)n1cccn1	-0.5	1.3	-7.5	10.5	-0.8	1.4	1.8	0.3	-11.1	16.8
NC(=O)C1CCN(CC(=O)Nc2ccccc2Sc2ccccc2)CC1	10.2	0.9	2.8	1.8	-1.8	-1.5	-3.2	-0.5	-1.6	14.8
O=C(NCCO)c1cccc(S(=O)(=O)N2CCCCC2)c1	9.4	1.2	/	-0.7	-2.2	3.1	-1.4	0.1	-3.0	0.5
CCN(CC(=O)Nc1ccc(NC(C)=O)cc1)C(=O)c1ccc(N2C(=O)c3ccccc3C2=O)cc1	-3.0	/	-2.5	9.1	-0.8	-4.0	2.7	/	-2.8	-4.6
CCCn1nc(NC(=O)c2cccs2)c2cc3cc(C)ccc3nc21	4.0	0.8	-6.7	7.7	0.0	2.2	4.5	1.8	-2.4	-15.0
COc1ccc(OC)c(S(=O)(=O)Nc2ccc(O)c3ccccc23)c1	15.4	3.3	-0.8	-1.9	0.1	/	-0.1	-1.3	0.1	8.0
COc1ccc(OC)c(NC(=O)/C=C/c2ccccc2[N+](=O)[O-])c1	-4.7	0.3	5.2	4.1	0.5	/	4.2	0.7	0.1	-3.3
Cc1ccccc1Cn1nc(C)c(NC(=O)C(F)(F)F)c1C	-15.5	2.4	-9.1	6.5	0.2	-1.9	1.8	0.5	-0.7	0.1
CC(C)(C)NC(=O)CN(CCN1CCOCC1)C(=O)CNS(=O)(=O)c1ccc(Cl)cc1	-7.2	-0.3	-0.1	2.8	-0.3	-3.5	0.9	2.9	-0.9	-7.3
O=C(NC1CC1)c1ccc2c(c1)ncn2C1CCCC1	-7.5	-3.7	0.5	-6.6	-0.2	/	1.5	-0.1	-0.9	-10.5
CCOC(=O)C1=NNC2(c3ccc(C)cc3)C(=O)N(c3ccc(Cl)cc3)C(=O)C12 (stereo unspecified)	-13.7	1.8	8.0	1.1	-0.7	-2.9	4.7	1.9	-3.6	13.9
Cc1cccc(N2CCN(C(=O)c3cc(COc4ccc(F)c(F)c4)on3)CC2)n1	-7.4	1.4	-0.1	4.5	-0.4	10.4	0.2	3.2	0.1	-6.2
COCCCNC(=O)C(=O)N/N=C/c1cc2c(cc1Br)OCO2	-16.7	2.0	-4.2	1.6	0.3	1.5	-0.1	2.1	2.6	0.5
COc1cc(CC(NC(C)=O)C(=O)NC2CCN(C(=O)Nc3ccccc3Cl)CC2)cc(OC)c1 (stereo unspecified)	-1.9	0.2	-7.4	-7.7	-1.1	-0.5	3.8	3.6	-2.5	6.2
Cn1c(=O)[nH]c(=O)c2[nH]c(NCCCN3CCOCC3)nc21	-4.5	0.6	1.7	-8.5	-1.9	-1.0	-0.4	0.2	-6.9	16.2
CNc1cnn(-c2ccc(C)cc2)c(=O)c1Sc1ccc(C)cc1	5.7	2.9	6.6	0.6	-2.7	-1.6	2.8	1.6	-0.8	-6.5
CCCC[n+]1ccn(C2=C([O-])c3ccccc3C(=O)/C2=N\S(=O)(=O)c2ccc(Br)cc2)c1	1.2	-0.6	-1.9	1.4	0.3	-0.4	4.2	-2.1	12.3	16.3
CC(=O)N1c2ccc(S(=O)(=O)N3CCCCC3)cc2CC1C(=O)Nc1cccc(C)c1 (stereo unspecified)	-4.9	1.7	-4.0	-4.6	-2.8	0.3	2.1	4.2	0.2	14.2
O=C(Nc1ccccn1)c1cc(-n2cnnc2)ccc1Cl	-3.9	2.4	-13.3	-4.7	-0.6	-0.8	2.4	5.0	-1.8	34.9
COCCCNC(=O)c1cc(OC)c(OC)c(OC)c1	-8.9	0.4	0.3	0.2	1.3	/	-2.1	2.9	2.5	17.5
CCOC(=O)C1CCCN(c2ccc(NC(=O)c3snc4c(=O)[nH]cnc34)cc2)C1 (stereo unspecified)	-4.2	-2.1	-3.5	-3.7	-0.8	0.0	-1.5	-0.2	19.4	9.6
CC(C)Nc1nc(NC(C)C)nc(Nn2cnnc2)n1	-3.0	0.6	3.2	-1.7	-0.6	-11.8	3.7	0.6	-0.2	-21.0
CC1CC(=O)c2cnc(Nc3ccccc3)nc2C1 (stereo unspecified)	-9.9	2.1	-1.2	-4.1	-1.9	18.6	1.8	1.0	0.5	0.1

Some of these compounds in order of the Tat export inh value, high to low:
mol	PvdQ inh	Rtt109 Vps75	Tat export inh	CAL PDZ FP	Wnt bcat act	phage Ecoli inh	AddAB inh	DAGLB inhibitor
CC(NS(C)(=O)=O)C(c1cccs1)N1CCN(c2ccc(F)cc2)CC1 (stereo unspecified)	-6.2	1.0	7.9	-0.8	-1.0	4.5	0.7	-0.4
Cc1cccc(N2CCN(C(=O)c3cc(COc4ccc(F)c(F)c4)on3)CC2)n1	-7.4	-0.1	4.5	-0.4	10.4	0.2	3.2	0.1
Cc1ccc(NC(=O)CSc2nc3ccccc3c3nc4ccccc4n23)cc1	-12.8	-6.2	2.1	-1.8	/	5.2	0.3	-7.1
Cc1sc2ncnc(SCC(=O)NNC(=O)c3ccco3)c2c1C	-7.0	-10.8	-1.7	-2.4	-4.1	3.4	-2.5	0.2
Cc1nc2cc(-c3ccccc3)[nH]n2c(=O)c1C	-14.2	2.7	-3.4	-1.6	4.8	0.9	0.5	-2.3
O=C(Nc1ccccn1)c1cc(-n2cnnc2)ccc1Cl	-3.9	-13.3	-4.7	-0.6	-0.8	2.4	5.0	-1.8

Two compounds drawn at random from those above:
SMILES	PvdQ inh	E coli growth	Rtt109 Vps75	Tat export inh	CAL PDZ FP	Wnt bcat act	phage Ecoli inh	AddAB inh	DAGLB inhibitor	PfHsp90 yeast 2
CC1CC(=O)c2cnc(Nc3ccccc3)nc2C1 (stereo unspecified)	-9.9	2.1	-1.2	-4.1	-1.9	18.6	1.8	1.0	0.5	0.1
O=C(c1ccc(COc2ccc(F)cc2)o1)n1cccn1	-0.5	1.3	-7.5	10.5	-0.8	1.4	1.8	0.3	-11.1	16.8

Compound activity: PubChem BioAssay, several laboratories
